JMJD2A Tudor inh: inhibitors of human JMJD2A Tudor domain | O75164 | AlphaScreen JMJD2A-Tudor / H3K4me3 peptide binding | Potency, µM (highest dose often 114 µM), for inactives: at the highest dose activity change, negative = inhibition, hits mostly inhibitors | 390,000 tested, 4.4% active | AID 504339; active means well fitted inhibition curve with a large enough effect; inconclusive means small, poorly fitted or top-dose-only effect; inactive means no such curve, though single readings can be large or run the other way; further: nearly all actives have a fitted effect of over 50% in size
Target sequence (O75164 whole entry, looked up, the tested form may be a part): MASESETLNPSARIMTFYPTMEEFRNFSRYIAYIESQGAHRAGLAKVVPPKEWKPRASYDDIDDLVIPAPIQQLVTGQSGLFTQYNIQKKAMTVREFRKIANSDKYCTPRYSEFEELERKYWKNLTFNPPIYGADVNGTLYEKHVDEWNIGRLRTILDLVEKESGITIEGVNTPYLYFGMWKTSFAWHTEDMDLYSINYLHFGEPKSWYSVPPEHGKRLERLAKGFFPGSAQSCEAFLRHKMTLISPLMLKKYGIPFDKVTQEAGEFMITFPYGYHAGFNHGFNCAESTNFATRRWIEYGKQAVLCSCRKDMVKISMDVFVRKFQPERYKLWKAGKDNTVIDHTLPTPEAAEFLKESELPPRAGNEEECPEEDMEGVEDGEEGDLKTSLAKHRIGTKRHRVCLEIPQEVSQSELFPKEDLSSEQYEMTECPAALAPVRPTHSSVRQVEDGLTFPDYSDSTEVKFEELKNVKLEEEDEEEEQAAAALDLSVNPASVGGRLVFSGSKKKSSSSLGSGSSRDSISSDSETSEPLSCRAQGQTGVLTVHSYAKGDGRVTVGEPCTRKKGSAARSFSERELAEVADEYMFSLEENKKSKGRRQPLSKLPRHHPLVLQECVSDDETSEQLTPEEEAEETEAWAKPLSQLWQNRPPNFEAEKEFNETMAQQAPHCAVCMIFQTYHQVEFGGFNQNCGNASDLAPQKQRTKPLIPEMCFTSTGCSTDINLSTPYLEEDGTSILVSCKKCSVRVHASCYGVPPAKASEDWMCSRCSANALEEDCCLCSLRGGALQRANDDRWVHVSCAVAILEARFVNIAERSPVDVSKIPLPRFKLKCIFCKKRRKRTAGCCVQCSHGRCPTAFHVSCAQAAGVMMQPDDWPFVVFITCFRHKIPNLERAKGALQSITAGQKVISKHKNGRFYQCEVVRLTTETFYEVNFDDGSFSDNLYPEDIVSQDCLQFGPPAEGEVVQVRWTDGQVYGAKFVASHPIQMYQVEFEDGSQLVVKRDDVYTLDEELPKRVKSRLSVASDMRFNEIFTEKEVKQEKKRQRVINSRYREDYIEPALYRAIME
Pin1 inhibitor: inhibitors of human Pin1; Potency, µM (doses to about 115 µM), for inactives: at the top dose activity, negative = inhibition, actives largely listed as inhibitors; AID 504891; Pin1 FP peptide displacement, HiFluor488, 10 min; Q13526; 390,000 tested, 0.009% active; active means well fitted inhibition curve with a large enough effect in the polarisation, with a control signal flat, not every such curve was filed as active; inconclusive means small, poorly fitted or top-dose-only effect, or effect the other way, or a change in a side signal; inactive means no such curve, though single readings can be large or run the other way; the % refers to the polarisation
The depositor's hits bear a star; ? = inconclusive; . = not tested or not shown; [ ] = another dose, or the depositor's remark. On the % scale 0 is the no-effect control and ±100 the full control effect; potency means the concentration at half of the fitted maximal effect. These rows are one share of the data (hit frequency here may not be typical).

SMILES	JMJD2A Tudor inh	Pin1 inhibitor
COc1ccc(C2Nc3ccccc3C(=O)N2Cc2ccccc2)cc1COc1cccc(Cl)c1 (stereo not drawn)	-2.7%	18.8%
Cc1ccc(NS(=O)(=O)c2ccc(-c3ccccc3)cc2)cc1C	-12.9%	-11.8%
NCCCCNc1ncnc2ccc(-c3ccc4c(c3)OCO4)cc12	-31.9%	1.9%
CCSC1=NS(=O)(=O)c2ccccc21	-5.0%	-8.1%
COc1ccccc1C1=Nn2c(nnc2-c2ccccc2OC)SC1	-8.3%	-1.6%
Cc1cc2c(s1)c1cnn(Cc3c(F)ccc(F)c3F)c(=O)c1n2C	-5.5%	27.0%
c1nc(NCCCN2CCCCC2)c2cc(-c3ccc4c(c3)OCO4)ccc2n1	?	?
COc1ccc(C2=Nn3c(nnc3-c3ccccc3O)SC2)c(OC)c1	-29.0%	2.7%
N#Cc1nc(Nc2cc(F)cc(Cl)c2)nc(NC2CCCC2)n1	-3.4%	?
Cc1noc(C)c1-c1ccc2ncnc(NC(C)c3ccccc3)c2c1 (stereo not drawn)	-20.0%	-0.8%
N#Cc1ccc(C(=O)NCC(=O)OC(C(=O)Nc2cc(C(F)(F)F)ccc2Cl)c2ccccc2)cc1 (stereo not drawn)	-23.3%	5.6%
COc1ccc(C2Nc3ccccc3C(=O)N2Cc2ccco2)cc1COc1ccccc1 (stereo not drawn)	?	20.9%
O=[S+]([O-])(c1c(F)cccc1F)N1CCN([S+](=O)([O-])c2cccc3nonc23)CC1	-13.7%	1.4%
COc1ccc(-c2nnc3n2N=C(c2ccc(OC)c(OC)c2)CS3)cc1	-15.2%	?
CC(=O)Nc1cccc(OCc2cccc(C3Nc4ccccc4C(=O)N3Cc3ccco3)c2)c1 (stereo not drawn)	31.6µM*	51.7%[activator]
CCC(=O)NC(c1ccco1)c1cc([N+](=O)[O-])c2cccnc2c1O (stereo not drawn)	28.2µM*	-22.0%
O=S(=O)(c1ccc2c(c1)OCCO2)N1CCN(S(=O)(=O)c2ccc(F)cc2F)CC1	-19.9%	-5.6%
CCc1cc2c(s1)c1cnn(Cc3ccccc3F)c(=O)c1n2C	15.8%	0.1%
CCOc1ccccc1-c1nnc2n1N=C(c1cccc(OC)c1)CS2	-32.4%	0.2%
O=C(O)Cc1nnc(-c2cc3ccccc3[nH]2)s1	-33.6%	15.5%
Cc1cc2c(s1)c1cnn(Cc3cc(F)c(F)c(F)c3)c(=O)c1n2C	-19.2%	-7.1%
COc1ccc(C2Nc3ccccc3C(=O)N2Cc2cccc(Cl)c2)cc1COc1ccc(NC(C)=O)cc1 (stereo not drawn)	-30.6%	0.8%
COc1ccc(C2=Nn3c(nnc3-c3ccccc3O)SC2)cc1OC	-9.0%	4.8%
COCc1nn2c(=O)cc(N3CCNCC3)nc2s1	-3.4%	-0.4%
O=[S+]([O-])(c1cc2ccccc2o1)N1CCN([S+](=O)([O-])c2c(F)cccc2F)CC1	-10.3%	2.1%
Cn1nnnc1Sc1ncnc2scc(-c3cccc([N+](=O)[O-])c3)c12	-27.4%	-14.5%
Cc1cc2c(s1)c1cnn(Cc3cccc(C)c3F)c(=O)c1n2C	-22.6%	20.4%
CNc1cc2c(cc1S(=O)(=O)Nc1ccc(C)c(C)c1)CCC(=O)N2	-17.0%	0.5%
COC(=O)c1cc(F)c(S(=O)(=O)N2CCN(S(=O)(=O)c3ccc4c(c3)OCCO4)CC2)cc1F	-6.8%	-4.1%
COc1cccc(C2c3c(ncn(-c4ccc(C)cc4)c3=N)Oc3ccc4ccccc4c32)c1 (stereo not drawn)	?	14.7%
O=C(O)c1cc(F)c(S(=O)(=O)N2CCN(S(=O)(=O)c3ccc4c(c3)OCCO4)CC2)cc1F	-34.9%	0.6%
O=S(=O)(c1ccccc1)N1CCN(c2nc(C3CC3)nc3ccccc23)CC1	-21.1%	-17.2%
O=C1Cc2cc(S(=O)(=O)N3CCN(c4ccc(Br)cc4)CC3)ccc2N1	141µM*	47.6%[activator][230 µM]
Cc1ccc(NS(=O)(=O)c2ccc(Cl)cc2)cc1C	-4.1%	?
N#Cc1nc(Nc2cc(F)cc(F)c2)c2ncn(CCO)c2n1	-11.3%	13.6%
O=C1c2ccccc2C(=O)N1c1ccccc1O	0.7%	-2.1%
Cc1c(P(=S)(c2ccccc2)c2ccccc2)c2ccccc2n1C(=O)NCc1ccccc1	-18.4%	2.6%
O=S1(=O)N=C(Oc2cccc(C(F)(F)F)c2)c2ccccc21	-26.2%	-0.6%
Cc1ccc(NS(=O)(=O)c2ccc3c(c2)CCO3)cc1C	-29.3%	-0.5%
O=C(CNC(=O)c1ccccc1)OC(CCc1ccccc1)C(=O)Nc1cc(C(F)(F)F)ccc1Cl (stereo not drawn)	-18.5%	0.1%
Cc1cc2c(s1)c1cnn(Cc3cc(F)cc(F)c3)c(=O)c1n2C	-8.9%	2.8%
Cc1cccc(S(=O)(=O)N2CCN(S(=O)(=O)c3ccc4c(c3)OCCO4)CC2)c1	-13.7%	?
Cc1cc2c(s1)c1cnn(Cc3ccc(C)c(F)c3)c(=O)c1n2C	-31.5%	20.8%
CCn1cnc2c(Nc3ccc(CCC(=O)N=C(N)N)cc3)nc(C#N)nc21	-8.9%	6.7%
O=c1c2ccccc2nc(-c2ccccc2O)n1Cc1ccccc1	79.4µM*	-7.5%
Cc1cc2c(s1)c1cnn(Cc3cccc4cccnc34)c(=O)c1n2C	-24.0%	2.7%
COc1cc(CNc2ncnc3ccc(-c4c(C)noc4C)cc23)cc(OC)c1OC	-5.5%	1.1%
COc1cccc(OC)c1C1=Nn2c(nnc2-c2ccccc2C)SC1	-30.3%	-12.6%
O=C(Cc1ccccc1)Nc1sc2c(c1C(=O)Nc1ccc(Cl)cc1)CCOC2	-24.0%	55.3%[activator]
Cc1cc(C)n2ncc(C(=O)NC(C)C)c2n1	-15.6%	-1.7%
O=S(=O)(Nc1cccc2cccnc12)c1ccccc1O	31.6µM*	-15.0%
Cn1c2cc(CO)sc2c2cnn(Cc3ccccc3F)c(=O)c21	-2.0%	-2.6%
CS(=O)(=O)Nc1cccc(-c2cc(F)c(S(=O)(=O)N3CCN(S(=O)(=O)c4ccc5c(c4)OCCO5)CC3)cc2F)c1	?	0.7%
COc1ccc(C(=O)N(Cc2ccccc2)Cc2ccc(OC)c(COc3ccc(NC(C)=O)cc3)c2)c(O)c1	-29.9%	2.4%
Cc1c(Cl)cccc1NS(=O)(=O)c1cc2c(cc1Cl)CCC(=O)N2	-9.2%	1.5%
O=S(=O)(c1ccc(Br)cc1)N1CCN(S(=O)(=O)c2ccc3c(c2)OCCO3)CC1	-8.9%	-1.0%
COc1ccc(C2Nc3ccccc3C(=O)N2Cc2ccccc2C(F)(F)F)cc1COc1ccc(NC(C)=O)cc1 (stereo not drawn)	?	9.5%
COc1ccc(C2=Nn3c(nnc3-c3ccc(OC)cc3OC)SC2)c(OC)c1	-24.8%	-4.1%
CC(C)(C)OC(=O)Cc1nnc(-c2nc3ccccc3[nH]2)o1	-13.7%	?
CN(Cc1nccs1)c1ncnc2ccc(-c3ccc4c(c3)OCO4)cc12	79.4µM*	-0.8%

Two entries from above, with values under each structure.
Value order – JMJD2A Tudor inh | Pin1 inhibitor
Cn1c2cc(CO)sc2c2cnn(Cc3ccccc3F)c(=O)c21
→ -2.0% | -2.6%
CS(=O)(=O)Nc1cccc(-c2cc(F)c(S(=O)(=O)N3CCN(S(=O)(=O)c4ccc5c(c4)OCCO5)CC3)cc2F)c1
→ ? | 0.7%

Next part:
SMILES	JMJD2A Tudor inh	Pin1 inhibitor
c1c[nH]c(CNc2ncnc3ccc(-c4ccc5c(c4)OCO5)cc23)n1	?	?
O=[S+]([O-])(c1ccc2c(c1)OCCO2)N1CCN([S+](=O)([O-])c2c(Cl)cc(Cl)cc2Br)CC1	-18.5%	13.4%
Cc1csc(CNc2ncnc3ccc(-c4c(C)noc4C)cc23)c1	-31.7%	9.8%
COc1cccc(C2c3c(ncn(-c4ccccc4-c4ccccc4)c3=N)Oc3ccc4ccccc4c32)c1 (stereo not drawn)	?	17.1%
CC(=O)Nc1ccc(S(=O)(=O)N2CCN(S(=O)(=O)c3c(F)cccc3F)CC2)cc1	-12.2%	34.1%[activator]
O=C1CCc2cc(S(=O)(=O)Nc3ccc(F)c(Cl)c3)ccc2N1	0.7%	0.6%
Cc1noc(C)c1-c1ccc2ncnc(NCc3ccc4[nH]ccc4c3)c2c1	?	4.4%
c1nc(NCCCN2CCOCC2)c2cc(-c3ccc4c(c3)OCO4)ccc2n1	-28.4%	?
Cc1noc(C)c1-c1ccc2ncnc(NCc3ccc4c(c3)OCO4)c2c1	-31.0%	-0.3%
O=S1(=O)N=C(Oc2ccc3ccccc3c2)c2ccccc21	?	1.5%
Cc1cc2c(s1)c1cnn(Cc3c(F)ccc(C)c3F)c(=O)c1n2C	-32.9%	14.1%
N#Cc1nc(Nc2cccc(C(F)(F)F)c2)nc(NC2CCCC2)n1	-24.0%	7.9%
O=C1CCCC2=C1C1(CCCC1)N=C(Nc1nc3cc4ccccc4cc3o1)N2	89.1µM*	9.6%
Cc1cc2c(s1)c1cnn(Cc3ccc(-c4ccccc4)cc3)c(=O)c1n2C	-15.1%	-6.3%
COc1ccc(C2Nc3ccccc3C(=O)N2Cc2ccccc2OC)cc1COc1ccc(NC(C)=O)cc1 (stereo not drawn)	?	23.8%
COc1cccc(C2c3c(ncn(-c4ccccc4Cl)c3=N)Oc3ccc4ccccc4c32)c1 (stereo not drawn)	?	59.2%[activator]
Cc1cc2c(s1)c1cnn(Cc3ccc(C#N)cc3)c(=O)c1n2C	-2.7%	1.2%
N#Cc1nc(Nc2cccc(Cl)c2)nc(NC2CCCC2)n1	-11.6%	1.4%
O=C1CCc2cc(S(=O)(=O)Nc3ccc(-c4ccccc4)cc3)ccc2N1	?	?
Cn1c2cc(C(=O)O)sc2c2cnn(Cc3ccccc3F)c(=O)c21	-24.7%	?
CC(=O)c1cc2c(s1)c1cnn(Cc3ccccc3F)c(=O)c1n2C	-15.0%	-3.7%
COc1cc(F)c(S(=O)(=O)N2CCN(S(=O)(=O)c3ccco3)CC2)c(F)c1	-20.4%	53.3%[activator]
CSc1cc2c(s1)c1cnn(Cc3cccc(O)c3)c(=O)c1n2C	-30.6%	?
COc1ccc(C2=Nn3c(nnc3-c3cccc(OC)c3OC)SC2)cc1	-24.1%	-1.9%
O=C1c2ccccc2C(=O)c2cc(S(=O)(=O)Nc3cccc4cccnc34)ccc21	?	-4.7%
O=C1CCC2=C1C(c1ccccc1Cl)N=C(Nc1nc3ccccc3o1)N2 (stereo not drawn)	-23.4%	4.7%
O=C1CCc2cc(S(=O)(=O)Nc3cccc(Br)c3)ccc2N1	-15.6%	-2.4%
CS(=O)(=O)/C=C/c1nc(Nc2cc(F)cc(F)c2)c2ncn(CC(F)F)c2n1	-19.2%	.
Cc1ccc(NS(=O)(=O)c2ccc(N3CCCC3=O)cc2)cc1C	?	1.9%
COc1ccc(OC)c(-c2nnc3n2N=C(c2ccccc2OC)CS3)c1	79.4µM*	-12.4%
COc1cccc(-c2nnc3n2N=C(c2c(OC)cccc2OC)CS3)c1OC	-7.6%	-5.1%
Cc1ccc(S(=O)(=O)Nc2cccc3ccc[n+](C)c23)cc1	50.1µM*	-1.4%
CC(=O)N1CCN(c2ccc(NS(=O)(=O)c3ccc4c(c3)CC(=O)N4)cc2)CC1	126µM*	?
Cc1noc(C)c1-c1ccc2ncnc(NCC3CCN(C)CC3)c2c1	?	-2.6%
COc1cccc2nc(-c3cccs3)nc(NN3C(=O)C=C(C)C3=O)c12	-25.5%	11.8%
COc1ccc(NS(=O)(=O)c2ccccc2C(=O)O)cc1	-10.6%	-12.3%

Grouped by structure, those above with a cyano group (7)
SMILES	JMJD2A Tudor inh	Pin1 inhibitor
N#Cc1nc(Nc2cc(F)cc(Cl)c2)nc(NC2CCCC2)n1	-3.4%	?
N#Cc1ccc(C(=O)NCC(=O)OC(C(=O)Nc2cc(C(F)(F)F)ccc2Cl)c2ccccc2)cc1 (stereo not drawn)	-23.3%	5.6%
N#Cc1nc(Nc2cc(F)cc(F)c2)c2ncn(CCO)c2n1	-11.3%	13.6%
CCn1cnc2c(Nc3ccc(CCC(=O)N=C(N)N)cc3)nc(C#N)nc21	-8.9%	6.7%
N#Cc1nc(Nc2cccc(C(F)(F)F)c2)nc(NC2CCCC2)n1	-24.0%	7.9%
Cc1cc2c(s1)c1cnn(Cc3ccc(C#N)cc3)c(=O)c1n2C	-2.7%	1.2%
N#Cc1nc(Nc2cccc(Cl)c2)nc(NC2CCCC2)n1	-11.6%	1.4%

The list continues.
SMILES	JMJD2A Tudor inh	Pin1 inhibitor
Cc1ccc(S(=O)(=O)N(C)c2cccc3cccnc23)cc1	-3.4%	0.6%
COc1cccc(C)c1NC(=O)C(OC(=O)CNC(=O)c1ccccc1)c1ccccc1 (stereo not drawn)	-8.9%	4.9%
N#CN1CCC(N[S+](=O)([O-])c2cccc(F)c2)CC1	-0.7%	-2.7%
O=C1Cc2cc(S(=O)(=O)N3CCN(c4ccc(C(F)(F)F)cc4)CC3)ccc2N1	-29.8%[229 µM]	5.4%[230 µM]
